Screening data (PubChem BioAssay)
TSHR antagonist: blocks TSH signaling through the human TSH receptor; activity change, negative = inhibition, % at 11.5 µM; 0.2% of 330,000 active; TSHR-expressing cells, TSH-stimulated cAMP HTRF, 2 h; hits give low values; P16473;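 active = activity change below a set negative limit, meaning inhibition stronger than a set level, cut at about -70% in these data; inconclusive = activity change between two set negative limits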; note: % is set by controls: 0 for no effect and ±100 for the full control effect
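Cell-based HTRF cAMP assay; TSHR cells + compound, TSH EC80 (4nM final), 2 h, 37 deg C. Lysis with anti-cAMP cryptate and cAMP-d2, 30 min RT, read 665/620 nm.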
Coupling enz: counter-screen for Giardia aldolase inhibitors: coupling enzyme system; coupling enzyme system counterscreen, AmpLite Red fluorescence; activity change, negative = inhibition, % at 58.2 µM, hits read low; 0.67% of 290,000 active; AID 2472; in the data active = activity change below about -30%; note: % is set by controls: 0 for no effect and ±100 for the full control effect
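Compounds tested against the coupling enzymes alone at 57.5 uM final; readout was AmpLite Red fluorescence (525/598 nm) after 20 min at RT.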
GALK inhibitor: blocks human galactokinase activity; P51570; Purified GALK, Kinase-Glo residual ATP luminescence; Potency, µM (top dose mostly 57.5 µM), for the others: at the highest dose activity change, negative = inhibition, usual class: inhibitors; 0.007% of 270,000 active; note: potency is the fitted concentration of half-maximal effect; % is set by controls: 0 for no effect and ±100 for the full control effect
Target sequence (P51570 whole entry, looked up): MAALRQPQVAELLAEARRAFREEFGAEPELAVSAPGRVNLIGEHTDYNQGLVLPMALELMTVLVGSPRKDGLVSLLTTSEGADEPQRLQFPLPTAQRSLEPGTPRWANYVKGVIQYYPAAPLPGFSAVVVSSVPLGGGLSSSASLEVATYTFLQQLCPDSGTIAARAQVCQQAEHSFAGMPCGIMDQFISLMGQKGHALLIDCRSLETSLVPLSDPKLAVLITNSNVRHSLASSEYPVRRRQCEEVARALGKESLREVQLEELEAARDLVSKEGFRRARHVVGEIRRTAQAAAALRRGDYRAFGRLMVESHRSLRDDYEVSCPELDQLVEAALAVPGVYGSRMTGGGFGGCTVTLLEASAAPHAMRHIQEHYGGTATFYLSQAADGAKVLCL
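5 nM enzyme, 35 uM ATP, 100 uM galactose, 20 mM HEPES pH8.0, 5 mM MgCl2; 1 h RT; residual ATP by Kinase-Glo Plus luminescence, qHTS format.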
A-T KAP1 phos: potential ataxia-telangiectasia treatments restoring KAP-1 phosphorylation; Potency, µM (series often up to 57.5 µM), for the others: at the highest dose activation, most hits filed as activators; 0.19% of 320,000 active; […] A-T fibroblasts, KAP-1 phosphorylation AlphaLISA; neocarzinostatin DNA damage 30 min before lysis; note: potency is the fitted concentration of half-maximal effect; % of control where 0% means no effect; nearly all actives have a fitted effect of over 45% in size
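ATM-like activity read as KAP-1 phosphorylation via AlphaLISA donor/acceptor antibody pairs after lysis and 6 hr at 25C. Cells were ATM-null patient fibroblasts ([…], hTERT), dosed 60 min, then exposed to the DSB inducer NCS for 30 min.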
BCR signal inh: inhibitors of chronic active B-cell receptor signaling; ABC-DLBCL IkBa-CBG/CBR reporter, luminescence ratio, 4 h; Potency, µM (doses to about 46.1 µM), inactives show at the highest dose ratio change, negative = lower green/red ratio, usual class: inhibitors; 0.05% of 340,000 active; AID 493014; active = well fitted inhibition curve with a large enough effect in the signal ratio, with a control signal flat, not every such curve was filed as active; inconclusive = small, poorly fitted or top-dose-only effect, or effect the other way, or a change in a side signal; the % refers to the signal ratio;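 note: potency is the fitted concentration of half-maximal effect; plate controls were basal doxycycline-induced cells for no effect and cells given 10 µM MG132 for full effect; MG132 reads +100%, hits lower the ratio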
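Cell line TMD8 (human ABC DLBCL), stably expressing tet-inducible CBG68-IkBa fusion and CBR; IMDM/0.5% FBS; cpd up to 46 uM; dox induction, 4 h, 37C/5% CO2; dual luminescence; green/red ratio; MG132 control.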
Tb PFK block: inhibitors of T. brucei phosphofructokinase; T. brucei PFK, ADP-Glo luminescence; Potency, µM (titrated, usually from 57.5 µM), for inactives: at the top dose activity, negative = inhibition, hits mostly inhibitors; 0.17% of 330,000 active; AID 485367;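 note: potency is the fitted concentration of half-maximal effect; 0% = uninhibited 1x PFK enzyme wells and -100% = no-enzyme wells; nearly all actives have a fitted effect of over 60% in size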
Target sequence (O15648 whole entry, looked up): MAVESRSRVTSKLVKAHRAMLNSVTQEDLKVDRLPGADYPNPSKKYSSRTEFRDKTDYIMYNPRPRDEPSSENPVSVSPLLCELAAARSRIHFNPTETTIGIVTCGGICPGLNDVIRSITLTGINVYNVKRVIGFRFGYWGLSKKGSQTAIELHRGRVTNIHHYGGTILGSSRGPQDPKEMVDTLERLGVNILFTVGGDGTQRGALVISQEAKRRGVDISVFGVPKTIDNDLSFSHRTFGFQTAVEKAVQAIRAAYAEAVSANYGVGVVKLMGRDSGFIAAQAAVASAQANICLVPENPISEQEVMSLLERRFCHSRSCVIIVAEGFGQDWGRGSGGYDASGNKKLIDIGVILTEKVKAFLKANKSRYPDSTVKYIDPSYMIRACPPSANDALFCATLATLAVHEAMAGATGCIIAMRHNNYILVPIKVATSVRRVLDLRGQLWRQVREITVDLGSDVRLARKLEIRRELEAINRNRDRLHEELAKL
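1.25 nM PFK with 0.5 mM F6P and 0.1 mM ATP in 0.1 M TEA pH 8.0, 5 mM MgCl2, incubated 45 min at room temperature; ADP measured by ADP-Glo luminescence; compounds titrated up to 57 uM.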
Giardia kill: kills Giardia lamblia | activity change, % at 7.66 µM, hits read low | 0.15% of 340,000 active | Giardia lamblia trophozoite viability; in the data active = activity change below about -80%; inconclusive = between about -30% and that limit;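 note: parasites exposed to compound for two days anaerobically before the ATP read; % is set by controls: 0 for no effect and ±100 for the full control effect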
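Trophozoite viability was measured as ATP-dependent luminescence, read 15-30 min after reagent addition. Before that, parasites at 100 cells/well were exposed to compounds for 48 h, anaerobically, at 37 deg C.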
KCNH2 WT inh: inhibitors of human wildtype KCNH2 potassium channel; Q12809; 0.37% of 340,000 active; U2OS, BacMam KCNH2, thallium flux FluxOr; hits give low values; activity change, % at 1.84 µM; AID 720551;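 active = maximum activity change below -70%; inconclusive = maximum activity change between -70% and -50%; inactive = maximum activity change above -50%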; note: % is set by controls: 0 for no effect and ±100 for the full control effect
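U2OS cells transduced with wild-type KCNH2 virus are loaded with FluxOr dye for 45 min, and thallium flux is measured in kinetic reads before and after stimulation buffer. Rate constants are normalized to DMSO controls.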
MLL CXXC-DNA inh: MLL CXXC-DNA interaction inhibition | AID 2662 | 0.037% of 290,000 active | Potency, µM (top dose mostly 115 µM), for the others: at the highest dose activity change, negative = inhibition, hits mostly inhibitors | MLL-CXXC / FITC-HOXA9 DNA fluorescence polarization; active = well fitted inhibition curve with a large enough effect in the polarisation, with a control signal flat, not every such curve was filed as active; inconclusive = small, poorly fitted or top-dose-only effect, or effect the other way, or a change in a side signal; inactive = no such curve, though single readings can be large or run the other way; the % refers to the polarisation; note: potency is the fitted concentration of half-maximal effect
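Steps: dispense CXXC domain solution (7 uM) → pin compounds or unlabeled HOX-A9 DNA control → 5 min ambient → add FLSN-HOX-A9 solution (50 nM) → spin → 30 min ambient → fluorescence polarization. Tris pH 7.5/NaCl/DTT/BSA buffer.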
TCR activator: activators of T cell receptors; primary human leukocytes, anti-CD3, IL-2 HTRF, 48 h; Potency, µM (series often up to 9.22 µM), for the others: at the highest dose activation of IL-2 secretion, most hits filed as activators; 330,000 tested, under 10 active; AID 504894; note: % of control where 0% means no effect
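Primary human leukocytes incubated 48 hr with anti-CD3 beads plus compound, without co-stimulation. Secreted IL-2 measured by HTRF (europium cryptate/d2 anti-IL-2 pair, 320 nm excitation, 665 nm emission).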
* = called active by the depositor; i = inactive; ? = inconclusive; nt = no result given; [ ] = another dose, or the depositor's remark. Unless noted, calls come from the whole dose curve; as a rule, active = well fitted curve in the direction sought with a large enough effect; inconclusive = small, poorly fitted or top-dose-only effect, or another doubt; inactive = no such curve, though single readings can be large; an effect the other way counts as inactive or inconclusive.

SMILES	TSHR antagonist	Coupling enz	GALK inhibitor	A-T KAP1 phos	BCR signal inh	Tb PFK block	Giardia kill	KCNH2 WT inh	MLL CXXC-DNA inh	TCR activator
O=C(N/N=C/c1cccnc1)c1ccc(Cn2cc([N+](=O)[O-])cn2)o1	-2	4	0%	3%	?	?	-10	3	-4%	0%
Cc1ccc(Nc2ncc3c(n2)CC(c2ccco2)CC3=O)c(C)c1 (stereo not drawn)	22	2	0%	-1%	-1%	-6%	-16	-11	-11%	3%
N#CCCN1CCn2c1nc1ccccc12	15	4	-4%	2%	4%	2%	3	1	-1%	-3%
CCN1C(=O)[C@H]2[C@@H](c3ccc(-c4cccc(Cl)c4)cc3)N[C@@](CC(C)C)(C(=O)OC)[C@H]2C1=O	-6	nt	nt	-8%	-3%	5%	9	-4	nt	6%
C=CCOc1nc2c(c(=O)n(C)c(=O)n2C)n1Cc1ccccc1Cl	-4	-6	-3%	9%	0%	-3%	12	-23	-3%	0%
CCC(C)[C@H](NC(=O)[C@@H]1Cc2ccccc2CN1)C(=O)Nc1ccc2c(c1)OCO2 (stereo partly drawn)	22	nt	0%	-19%	25%	-9%	7	2	3%	-11%
COc1ccc(-c2nnc(C)c3nocc23)cc1	-1	-1	3%	4%	-5%	4%	-9	7	4%	1%
Cc1nn(Cc2ccccc2)c(Cl)c1C(=O)NCCc1ccc(Cl)cc1	0	0	1%	3%	4%	2%	0	-5	3%	6%[46.1 µM]
CC(NC1CCN(Cc2ccccc2)CC1)c1ccc(F)cc1 (stereo not drawn)	12	2	4%	6%	-1%	-10%	7	39	3%	0%
CCCOc1ccc(/C=C2\SC(=S)N(CC3CCCO3)C2=O)cc1 (stereo not drawn)	11	3	0%	-10%	-1%	1%	-3	10	6%	5%[46.1 µM]
CCOc1ccc(/C(=N\O)C(C)NO)cc1 (stereo not drawn)	-6	2	2%	3%	-1%	4%	16	-1	-4%	6%
COc1ccc(C(=O)NCc2nnc(SCC(=O)c3ccccc3)n2C)cc1OC	-1	nt	nt	0%	2%	1%	-9	5	nt	-3%

Record cards, as listed above. Values in the order: TSHR antagonist, Coupling enz, GALK inhibitor, A-T KAP1 phos, BCR signal inh, Tb PFK block, Giardia kill, KCNH2 WT inh, MLL CXXC-DNA inh, TCR activator
CC(NC1CCN(Cc2ccccc2)CC1)c1ccc(F)cc1 (stereo not drawn) is entered as 12, 2, 4%, 6%, -1%, -10%, 7, 39, 3%, 0%
Cc1ccc(Nc2ncc3c(n2)CC(c2ccco2)CC3=O)c(C)c1 (stereo not drawn) is entered as 22, 2, 0%, -1%, -1%, -6%, -16, -11, -11%, 3%

A few values from the list.
Entry of COc1ccc(-c2nnc(C)c3nocc23)cc1 under TSHR antagonist: -1
Entry of N#CCCN1CCn2c1nc1ccccc12 under Tb PFK block: 2%
Entry of CC(NC1CCN(Cc2ccccc2)CC1)c1ccc(F)cc1 (stereo not drawn) under MLL CXXC-DNA inh: 3%
Entry of O=C(N/N=C/c1cccnc1)c1ccc(Cn2cc([N+](=O)[O-])cn2)o1 under A-T KAP1 phos: 3%
Entry of COc1ccc(C(=O)NCc2nnc(SCC(=O)c3ccccc3)n2C)cc1OC under TCR activator: -3%
Entry of Cc1nn(Cc2ccccc2)c(Cl)c1C(=O)NCCc1ccc(Cl)cc1 under A-T KAP1 phos: 3%
Entry of Cc1ccc(Nc2ncc3c(n2)CC(c2ccco2)CC3=O)c(C)c1 (stereo not drawn) under Giardia kill: -16

(next part)
SMILES	TSHR antagonist	Coupling enz	GALK inhibitor	A-T KAP1 phos	BCR signal inh	Tb PFK block	Giardia kill	KCNH2 WT inh	MLL CXXC-DNA inh	TCR activator
O=S(=O)(Cc1ccccc1)N1CCc2ccccc2C1	0	-4	3%	2%	?	1%	9	-3	3%	2%
CCN1CCN(C(c2ccccc2)c2nnnn2CCc2ccc(OC)c(OC)c2)CC1 (stereo not drawn)	-7	5	3%	-6%	-1%	-2%	-15	16	-3%	0%
CCc1cccc(OCCCn2ccnc2)c1	0	0	-2%	-6%	7%	1%	-10	0	-9%	1%[46.1 µM]
CCn1c2ccccc2c2cc(NC(=O)COC(=O)c3cc(OC)c(OC)cc3OC)ccc21	-17	0	0%	1%	?	-2%	15	-7	-11%	-5%[46.1 µM]
CCCn1c(/N=C/c2ccc3c(c2)OCO3)nc2ccccc21	16	1	2%	nt	-10%	6%	3	-25	15%	-3%
O=C(Nc1ccccc1N1CCOCC1)c1cccc([N+](=O)[O-])c1	3	0	-3%	-1%	3%	-1%	1	-3	12%	0%[46.1 µM]
O=C(Nc1cc(Cl)ccc1N1CCOCC1)C1=COCCO1	6	nt	nt	11%	9%	-4%	6	-5	nt	-1%
Cc1ccc(N2C(=O)CC(N3CCN(S(=O)(=O)c4ccccc4)CC3)C2=O)c(C)c1 (stereo not drawn)	4	3	-1%	7%	2%	1%	16	5	2%	4%
C#CCOc1ccc(/C=C2/C(=O)N(c3cccc(C(=O)O)c3)N=C2C)cc1OC	8	7	0%	4%	-3%	?	1	1	45µM*	2%
COc1ccc(/C=C2\Sc3ccc(C(=O)NC4CC4)cc3N(C)C2=O)cc1OC	4	3	0%	2%	?	-2%	-10	0	6%	5%
Cc1nc2c(C)cccc2c2c1CCN2c1ccccc1F	-18	7	3%	12%	0%	-2%	-13	-11	-24%	-1%
COc1ccc(OC)c(NS(=O)(=O)c2ccc(Cl)s2)c1	7	-12	2%	1%	0%	-3%	3	24	3%	-1%[46.1 µM]
O=c1[nH]nc(Sc2ncnc3sccc23)n1CCc1ccccc1	0	-2	-4%	4%	?	3%	5	1	70%[activator]	1%
COc1ccc(NC(=O)c2c(Cl)nc3ccccn23)cc1	0	-1	-1%	-1%	1%	-2%	-15	i	-3%	-1%
Cc1ccc(NCc2nnc(SCC(N)=O)n2CCc2ccccc2)cc1	13	-6	1%	-8%	?	-8%	nt	nt	-9%	nt
O=C(CSc1nncs1)Nc1nccs1	-6	nt	nt	1%	3%	-10%	5	-1	nt	-7%
C/C(=N\N1CCN(Cc2ccc(Cl)cc2)CC1)c1ccc(F)cc1	-7	1	0%	-2%	-14%	3%	-14	3	-18%	2%
Cc1ccc(F)cc1S(=O)(=O)Nc1cccc(C(=O)N2CCCC(C(N)=O)C2)c1 (stereo not drawn)	12	nt	nt	-3%	1%	2%	1	1	nt	-5%
O=C(Nc1cccnc1)c1cnc2ccccc2n1	-1	-2	0%	1%	?	1%	17	15	3%	-2%
CCC(=O)Nc1nc(-c2ccccc2)nc(SC)c1C(C)=O	4	2	12%	4%	?	0%	-1	-3	1%	0%
CC1(C)Oc2ccc(/C=C/C(=O)N3CCOCC3)c(O)c2C(N2CCOCC2)C1O (stereo not drawn)	-4	-1	1%	2%	2%	1%	nt	nt	12%	4%[46.1 µM]
O=C(NNC(=O)c1ccc2nonc2c1)Nc1ccc(Cl)cc1	1	4	3%	2%	18%	15µM*	?	-12	-17%	2%
CCOC(=O)Cc1nnc(NC(=O)Nc2ccccc2)s1	7	4	7%	6%	-2%	3%	4	7	-6%	-4%
CCOc1ccc(OCCN2C(=O)NC(Cc3c[nH]c4ccccc34)C2=O)cc1 (stereo not drawn)	9	1	-3%	-2%	-18%	1%	-8	-8	-7%	-4%
COc1ccc(S(=O)(=O)NCc2ccncc2)cc1NC(=O)c1ccc(Cl)cc1	-22	nt	nt	-9%	-4%	-2%	32[activator]	18	nt	-7%
CN(c1ccccc1)S(=O)(=O)c1ccc(Cl)c(C(=O)NCc2ccco2)c1	18	nt	nt	2%	3%	6%	-12	-3	nt	2%[46.1 µM]
O=C(CN1CCC(C(=O)c2cccc(Cl)c2)CC1)Nc1cccc(C(=O)O)c1	-6	4	6%	1%	9%	0%	3	-4	3%	0%
CC(=O)Nc1ccc(NC(=O)[C@@H]2CCCC[C@@H]2C(=O)O)cc1	2	-1	-2%	4%	8%	-2%	28	0	16%	2%
Cc1ccc(S(=O)(=O)N2CCOCC2)cc1NC(=O)COC(=O)/C=C/c1ccc(F)cc1	-8	nt	nt	7%	4%	0%	12	-2	nt	-2%
c1ccc(OCC2CCNCC2)nc1	-12	1	-3%	6%	-1%	-2%	0	-1	-3%	6%
O=C(NNC(=O)c1ccc([N+](=O)[O-])cc1C(=O)O)c1ccncc1	3	-2	4%	-7%	-8%	-14%	6	15	3%	1%
O=C(Cc1cn2ccsc2n1)Nc1nc2c(s1)CN(Cc1ccccc1)CC2	6	-7	4%	-6%	0%	-10%	7	4	19%	-15%

Compounds were not picked by outcome (roughly 1.6% active in at least one column).
